Screening results (PubChem)
SENP8 block: human SENP8 protease inhibitors, primary screen, biochemical, fluorescence, Nedd8 protein substrate, uHTS. Sentrin-specific protease 8 (Homo sapiens), Q96LD8. recombinant SENP8. 360,000 tested, 0.64% active. AID 602440, 2012. inhibition, % at 20 µM; in the data active means inhibition mostly above about 40%, no sharp cut-off; inactive means mostly below about 27%
MPTP block: mitochondrial permeability transition pore inhibitors, primary screen, biochemical, isolated mouse mitochondria, absorbance; AID 602449, 2012; 360,000 tested, 1.4% active; inhibition, % at 10 µM; Ca2+ swelling absorbance, 30 min;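 active means inhibition of 50% or more, scaled per plate between neutral and stimulator controls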;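 further: 0% = DMSO wells given calcium and 100% = 1 mM EGTA wells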
The depositor's hits bear a star. Some of the compounds tested; the hit share may differ from the screen's.

SMILES	SENP8 block	MPTP block
CC1(C)OC2CC(=O)OCC23C1CC(=O)C1(C)C3CCC2(C)C(c3ccoc3)OC(=O)C3OC321 (stereo unspecified)	3.0	-0.1
